Screens: PubChem BioAssay, National Center for Advancing Translational Sciences (NCATS)
EPAC1 antagonist – antagonists of human EPAC1 | O95398 | EPAC1 GEF assay, Rap1b-BODIPY-GDP exchange fluorescence | Potency, µM (doses to about 115 µM), for inactives: at the top dose activity change, negative = inhibition, actives largely listed as inhibitors | actives 0.14% (n = 360,000) | AID 720709;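 note: potency is the fitted concentration of half-maximal effect; plate controls were vehicle for no effect and positive control for full effect; nearly all actives have a fitted effect of over 50% in size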
GLP1R ag – GLP-1 receptor (human) agonism. P43220. HEK293 GLP-1R CRE-luciferase, luminescence, 4-6 h; cells express a hypersensitive GLP-1R form. Potency, µM (doses to about 45.6 µM), inactives show at the highest dose activation, actives largely listed as activators. actives 0.007% (n = 380,000). AID 624172; note: potency is the fitted concentration of half-maximal effect; % of control where 0% means no effect
IL2 activator – IL-2 activation; IL-2 activation reporter assay, cell-based qHTS; stimulated with anti-CD3/CD4/CD28 beads; in transgenic mouse T cells; activation, % (series mostly up to about 46 µM); actives 0.065% (n = 360,000); in the data active = activation above about 50%; inconclusive = mostly about 30% to 49%; note: 0% is about no effect
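Using fluorescent plate cytometry, EGFP and DsRed are detected in transgenic mouse T cells stimulated 18 h at 37 degrees C with antibody-coated beads after 60 min compound pretreatment.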
EPAC1 agonist – agonists of human EPAC1. EPAC1 agonist qHTS, biochemical assay; response scale: 100% = response to 6.5 mM cAMP. Potency, µM (series often up to 154 µM), inactives show at the highest dose activation, actives largely listed as activators. actives 0.073% (n = 360,000). AID 720707; note: potency is the fitted concentration of half-maximal effect; nearly all actives have a fitted effect of over 60% in size
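EPAC1 100 nM, Rap1B–BODIPY-GDP 250 nM, unlabeled GDP 50 uM; compound titration; 5 min RT; kinetic read ex480/em540 at 5-min intervals ×30 min; data normalized to 6.5 mM cAMP agonist control.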
PI5P4K alpha inh – PI5P4K alpha (human) kinase inhibition; PI5P4Kalpha enzyme, ADP-Glo luminescence, 60 min; active compounds read low; max response, %; actives 1.2% (n = 330,000); AID 652105; active = max response of -50% or lower; inconclusive = between -30% and -50%; inactive = -30% or higher; note: value at the top dose of about 77 µM; % is set by controls: 0 for no effect and ±100 for the full control effect
Target sequence (P48426 whole entry, looked up): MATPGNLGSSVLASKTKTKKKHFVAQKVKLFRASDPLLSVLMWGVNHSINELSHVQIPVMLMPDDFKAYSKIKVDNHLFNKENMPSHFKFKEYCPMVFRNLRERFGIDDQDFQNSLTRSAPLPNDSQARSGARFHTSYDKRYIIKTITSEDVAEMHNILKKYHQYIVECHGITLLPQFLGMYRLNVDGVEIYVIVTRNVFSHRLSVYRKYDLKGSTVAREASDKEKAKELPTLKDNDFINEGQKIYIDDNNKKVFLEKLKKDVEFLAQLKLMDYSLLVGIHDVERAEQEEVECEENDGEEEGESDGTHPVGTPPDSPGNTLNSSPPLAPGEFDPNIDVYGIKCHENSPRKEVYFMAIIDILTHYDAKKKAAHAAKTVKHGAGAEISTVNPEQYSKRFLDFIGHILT
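ADP-Glo luminescence end-point after a 60 min room-temperature kinase reaction. PI5P4Kalpha and substrate in HEPES pH 7.4 buffer with EGTA, 0.1% CHAPS and 5% DMSO; ATP at 5 microM final.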
GLP1R cytotox – cytotoxicity in counter-screen for GLP-1R inverse agonists. actives 0.13% (n = 410,000). AID 624418. HEK293 cAMP-luciferase reporter cells, luminescence, 24 h. Potency, µM (doses to about 38.3 µM), inactives show at the top dose activity change, negative = inhibition, most hits filed as inhibitors;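 note: loss of luciferase light is scored as toxicity; potency is the fitted concentration of half-maximal effect; % is set by controls: 0 for no effect and ±100 for the full control effect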
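Luminescence readout: signal drop marks cytotoxicity. Plated cells grew 12 h at 37 °C, 5% CO2, received 23 nL compound for 24 h, then got luciferase reagent, read after 12 min at RT.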
GLP-1R inv ag – GLP-1 receptor (human) inverse agonism; Potency, µM (highest dose often 38.3 µM), inactives show at the highest dose activity change, negative = inhibition, most hits filed as inhibitors; actives 1.6% (n = 410,000); HEK293 GLP-1R CRE-luciferase, luminescence, 24 h; GLP-1R form is constitutively active; note: potency is the fitted concentration of half-maximal effect; % is set by controls: 0 for no effect and ±100 for the full control effect; nearly all actives have a fitted effect of over 55% in size
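Constitutively active GLP-1R drives a cAMP-responsive luciferase in stably transfected HEK293 cells; test compounds are added after overnight (12 h) attachment and left 24 hr, and signal loss in luminescence marks inhibition.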
PTHR1 ag – PTHR1 (human) receptor agonism. Q03431. HEK293 GP2 PTHR1 cells, GloSensor cAMP luminescence, 1 h. Potency, µM (doses to about 115 µM), inactives show at the highest dose activation, actives largely listed as activators. actives 0.075% (n = 410,000). AID 743266; note: potency is the fitted concentration of half-maximal effect; nearly all actives have a fitted effect of over 55% in size; some results filed as inactive show a strong effect at the top dose; inactives centre near -15; many of its hits are not listed in these tables
Target sequence (Q03431 whole entry, looked up): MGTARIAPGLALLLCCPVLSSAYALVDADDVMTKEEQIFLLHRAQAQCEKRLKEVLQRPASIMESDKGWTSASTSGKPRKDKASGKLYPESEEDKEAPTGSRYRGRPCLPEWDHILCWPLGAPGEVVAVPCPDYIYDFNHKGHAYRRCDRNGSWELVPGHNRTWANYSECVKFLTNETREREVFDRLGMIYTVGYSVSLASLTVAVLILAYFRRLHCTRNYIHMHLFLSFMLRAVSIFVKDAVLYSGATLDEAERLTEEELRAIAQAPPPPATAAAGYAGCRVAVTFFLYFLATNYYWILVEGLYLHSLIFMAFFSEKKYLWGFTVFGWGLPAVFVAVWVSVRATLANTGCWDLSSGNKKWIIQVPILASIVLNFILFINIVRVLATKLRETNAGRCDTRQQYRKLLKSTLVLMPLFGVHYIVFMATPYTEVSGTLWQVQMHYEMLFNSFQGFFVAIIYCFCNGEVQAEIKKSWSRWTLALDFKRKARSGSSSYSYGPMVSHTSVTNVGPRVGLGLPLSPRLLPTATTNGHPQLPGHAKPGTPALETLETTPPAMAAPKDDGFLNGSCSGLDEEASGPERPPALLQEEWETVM
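HEK-293-derived GP2 cells expressing PTHR1 and a GloSensor cAMP reporter, 3,000/well, plated overnight, given luciferin plus IBMX (each 0.5 mM as added) for 1 h at 37 °C, then compound for 1 h at 37 °C. Luminescence was read after 15 min at room temperature.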
PLK1 PBD block – inhibitors of human PLK1 polo-box domain binding; actives 2.8% (n = 360,000); Potency, µM, for the others: max response, negative = inhibition, actives largely listed as inhibitors; AID 720504; Plk1 PBD binding of FITC phosphopeptide, fluorescence polarization; P53350; note: potency is the fitted concentration of half-maximal effect; series mostly up to about 57 µM; % is set by controls: 0 for no effect and ±100 for the full control effect; nearly all actives have a fitted effect of over 65% in size
* = called active by the depositor; i = inactive; ? = inconclusive; / = not tested or not shown; & = joins results of further samples; [ ] = dose if it differs, or a comment. Unless noted, calls come from the whole dose curve; as a rule, active = well fitted curve in the direction sought with a large enough effect; inconclusive = small, poorly fitted or top-dose-only effect, or another doubt; inactive = no such curve, though single readings can be large; an effect the other way counts as inactive or inconclusive. The list is partial; count on the stated rates, not on these rows.

item	Compound	EPAC1 antagonist	GLP1R ag	IL2 activator	EPAC1 agonist	PI5P4K alpha inh	GLP1R cytotox	GLP-1R inv ag	PTHR1 ag	PLK1 PBD block
1	O=c1cc(-c2ccccc2)nc2nc(CCc3ccccc3)[nH]n12	13%	-19%	-0.1	-12%	-29	-11%	-9%	-12%[57.5 µM]	-3%
2	Fc1ccc(C2CC(c3ccc(F)cc3)n3ncnc3N2)cc1 (configuration not stated)	-26%	0%	0.3	13%	/	-5%	7%	i	-3%
3	CS(=O)(=O)N1CCc2cc(C(=O)N3CCN(c4ccccc4)CC3)ccc21	0%	-6%	1.4	-3%	-11	-10%&2%	-15%&5%	-16%&-1%	-10%
4	COc1cccc(-c2cc(C(F)(F)F)nc(-n3cccn3)n2)c1	3%	11%	-2.7	0%	/	-7%	-7%	-3%[57.5 µM]	?
5	O=C(COc1ccc(Cl)cc1Cl)Nc1cccc2cccnc12	/	-1%	/	/	/	5%	17%	-8%	/
6	CC(=O)c1ccc(N2CCN(C(=O)c3cc(S(=O)(=O)N4CCCCCC4)cn3C)CC2)cc1	/	6%	/	/	/	5%	4%	-35%[inhibitor]	/
7	COc1ccc(/C=N/NC(=O)COc2ccc(Cl)cc2Cl)cc1Cn1nc(C)cc1C	?	-1%	-0.5	-14%	1	-4%	?	i	-21%
8	Cc1cc(C)c(O)c(-c2cc(C(=O)NCc3ccccc3)[nH]n2)c1	9%	-4%	1.6	17%	1	-12%	?	?	1%
9	CC(=O)Nc1cc(-c2cccc(C(=O)NCCN(C)C)c2)cn2c(-c3ccc(F)c(Cl)c3)cnc12	8%	9%	-0.9	0%	?	-7%	-3%	-6%	2%
10	COc1ccc(-c2nc(NC(=O)c3ccco3)sc2C)cc1	?	13%	-3.0	8%	-6	3%	?	i	-9%
11	CCCN1C(=O)c2ccccc2NC1c1ccc(C)cc1 (configuration not stated)	0%	10%	-2.7	-1%	6	-1%	?	-25%	-4%
12	N/C(=N\OC(=O)Cc1ccccc1[N+](=O)[O-])c1ccccn1	-6%	4%	-0.3	3%	-8	4%	12%	-19%	-7%
13	CCOC(=O)CSc1nc2c(c(=O)[nH]c(=O)n2C)n1CCc1ccccc1	-7%	-8%	-0.1	-4%	5	-4%	0%	i	1%
14	O=C(Cn1cccc1C(=O)c1ccccc1)NCc1ccccc1	-8%	3%	1.8	3%	/	4%	2%	i	-8%
15	O=C(Nc1ncc(C(F)(F)F)cc1Cl)C1COc2ccccc2O1 (configuration not stated)	-14%	1%	-0.4	5%	-8	12%	10%	i	-17%
16	Nc1nc2c(ncn2[C@H]2C[C@H](O)[C@@H](CO)O2)c(=O)[nH]1	23%	6%	-0.3	1%	4	2%	3%	-28%	0%
17	COc1ccc(CN2C(=O)CN(S(C)(=O)=O)CC2(C)C(=O)NC(C)C)cc1OC (configuration not stated)	9%	/	0.3	6%	9	0%	-2%	-39%[inhibitor]	-1%
18	CCCCC(=O)Nc1ccccc1CC	1%	2%	-1.6	-1%	7	1%	11%	-4%	2%
19	Cc1cccc(OCC(=O)Nc2ccc(C(=O)c3ccc(C(=O)O)cc3)cc2)c1	?	0%	0.4	0%	?	16%	1%	i	-10%
20	CC(=O)NCc1ccc(S(=O)(=O)N/N=C/c2ccc(Br)cc2)cc1	-11%	1%	-1.6	1%	3	15%	-8%	-16%	-3%

Continuation:
item	Compound	EPAC1 antagonist	GLP1R ag	IL2 activator	EPAC1 agonist	PI5P4K alpha inh	GLP1R cytotox	GLP-1R inv ag	PTHR1 ag	PLK1 PBD block
21	CC(C)CC(=O)N(Cc1ccc(F)cc1)C1CCS(=O)(=O)C1 (configuration not stated)	5%	3%	-1.1	-2%	-2	5%	-2%	i	-3%
22	CCOC(=O)C1CCN(C(c2cccnc2)c2c(NC(=O)c3ccco3)sc(C)c2C)CC1 (configuration not stated)	?	0%	-0.2	4%	6	0%	?	-33%[inhibitor]	-2%
23	CCCCNC(=O)N1CCc2[nH]c3ccccc3c2C1	11%	-2%	1.5	-8%	-7	49%[activator]	4%	-4%	?
24	CCN(Cc1ccccc1)C(=O)COc1cc(=O)n(CC)c2ccccc12	-14%	5%	-1.8	0%	1	-1%	11%	-29%	-8%
25	CCn1cc(C(=O)N2CCCC(C(=O)c3cccc(C(F)(F)F)c3)C2)cn1 (configuration not stated)	12%	13%	-2.3	6%	0	4%	-17%	-15%	-5%
26	O=C(CN(c1ccccc1)S(=O)(=O)c1ccccc1)N1CCOCC1	-11%	6%	-2.3	-9%	-1	5%	-17%	-27%	-1%
27	Cc1cnc(C(=O)N(c2ccccc2)C(c2ccccc2)c2nc3ccccc3[nH]2)cn1 (configuration not stated)	0%	2%	2.1	2%	3	-9%	10%	-7%	3%
28	O=C(Nc1cccnc1)c1noc2c1CCCC2	15%	-5%	-2.1	-5%	/	1%	0%	0%	-5%
29	Cc1ccc(OCC2Cn3c(nc4c3c(=O)n(C)c(=O)n4C)O2)cc1 (configuration not stated)	3%	16%	2.2	10%	14	-4%	6%	-10%	-5%
30	CCOCCCNc1nc2nc3ccc(C)cn3c(=O)c2cc1C(=O)NCC1CCCO1 (configuration not stated)	-1%	7%	0.4	4%	8	353%[activator]	6%	-17%	-9%
31	c1ccc2c(Cn3ccnc3)cccc2c1	0%	1%	0.4	-1%	6	-8%	9%	12%	2%
32	Cc1ccc(N2CCC(N3CCN(C)C(CCO)C3)CC2)cc1 (configuration not stated)	-24%	-6%	-1.8	-1%	-5	2%	10%	i	-22%
33	CCCCNC(=O)c1nc(-c2cccnc2OC)oc1-c1ccc(Cl)cc1	6%	/	-0.9	7%	6	3%	16%	i	-10%
34	COc1cccc(-c2nnc(NC(=O)c3cccc(F)c3)o2)c1	10%	-3%	-1.5	-1%	-1	4%	4%	-5%	5%
35	O=C(CSCc1ccccc1)N1CCN(S(=O)(=O)c2cccc(F)c2)CC1	-2%	-8%	0.1	1%	4	-11%	-15%	i	-1%
36	CC(=O)Nc1ccc(C(=O)NNC(=O)C2CC2)cc1	19%	-6%	-2.9	-3%	-3	-15%	9%	i	1%
37	C/C(Cl)=C/CSc1nn2c(=O)c3ccccc3nc2s1	-3%	7%	-0.1	5%	3	-1%	-29%	-19%[57.5 µM]	3%
38	CC(NS(=O)(=O)c1ccc(Br)cc1)C(=O)Nc1nc2ccccc2[nH]1 (configuration not stated)	-21%	5%	2.8	-16%	-7	-11%	?	-16%	?
39	CCC(C)c1ccc(C(CC)NC(=O)C2CCCO2)cc1 (configuration not stated)	2%	11%	-0.8	-1%	12	0%	?	-93%[inhibitor]	-7%
40	CN(C(=O)CSc1nc2c(c(=O)[nH]1)CCC2)c1ccccc1	5%	-4%	0.4	-6%	1	3%	-3%	i	-17%

Entries by screen from above.
PTHR1 ag, nos. 26–35: -27%, -7%, 0%, -10%, -17%, 12%, i, i, -5%, i
PLK1 PBD block, nos. 26–35: -1%, 3%, -5%, -5%, -9%, 2%, -22%, -10%, 5%, -1%

Record cards (already shown). Order of values: EPAC1 antagonist, GLP1R ag, IL2 activator, EPAC1 agonist, PI5P4K alpha inh, GLP1R cytotox, GLP-1R inv ag, PTHR1 ag, PLK1 PBD block
O=C(Nc1cccnc1)c1noc2c1CCCC2 reads 15%, -5%, -2.1, -5%, /, 1%, 0%, 0%, -5%
CC(NS(=O)(=O)c1ccc(Br)cc1)C(=O)Nc1nc2ccccc2[nH]1 (configuration not stated) reads -21%, 5%, 2.8, -16%, -7, -11%, ?, -16%, ?
CCOCCCNc1nc2nc3ccc(C)cn3c(=O)c2cc1C(=O)NCC1CCCO1 (configuration not stated) reads -1%, 7%, 0.4, 4%, 8, 353%[activator], 6%, -17%, -9%

Continued.
item	Compound	EPAC1 antagonist	GLP1R ag	IL2 activator	EPAC1 agonist	PI5P4K alpha inh	GLP1R cytotox	GLP-1R inv ag	PTHR1 ag	PLK1 PBD block
41	CC(C)NC(=O)C1(C)CSCC(=O)N1Cc1cccs1 (configuration not stated)	15%	/	-0.6	11%	-3	3%	6%	-21%	-4%
42	CCC(CC)NC(=O)Nc1ccccc1C(F)(F)F	-16%	1%	0.0	4%	0	6%	-32%	-74%[inhibitor]	-11%
43	CCC(=O)N1c2ccccc2-c2nnc(SC)nc2OC1c1ccc(OC)c(OC)c1 (configuration not stated)	-9%	2%	-1.9	2%	9	-1%	15%	13%	-17%
44	COCCn1c(SCC(=O)c2ccc(Cl)cc2)nnc1C(C)C	1%	0%	-2.1	8%	-22	5%	7%	-2%	?
45	CC(C)CCOc1ccc(Cl)cc1CN1CCOCC1	-1%	18%	-0.2	-10%	7	-9%	?	-9%	24µM*
46	COC(=O)c1ccc(C(C(=O)NC2CCCCC2)N(Cc2ccc(F)cc2)C(=O)Cc2cccs2)cc1 (configuration not stated)	-16%	-2%	-0.2	7%	11	-6%	?	i	-11%
47	O=C(C1CCCN(Cc2ccccc2)C1)N1CCc2ccccc2C1 (configuration not stated)	21%	8%	-3.1	7%	/	0%	0%	i	-6%
48	Cc1cccc2c(=O)cc(C)n(CC(N)=O)c12	-13%	4%	0.2	-7%	-6	6%	6%	-23%	3%

A second format for some results above:
Values run as follows: EPAC1 antagonist	GLP1R ag	IL2 activator	EPAC1 agonist	PI5P4K alpha inh	GLP1R cytotox	GLP-1R inv ag	PTHR1 ag	PLK1 PBD block
(43) CCC(=O)N1c2ccccc2-c2nnc(SC)nc2OC1c1ccc(OC)c(OC)c1 (configuration not stated)
  -9%	2%	-1.9	2%	9	-1%	15%	13%	-17%
(44) COCCn1c(SCC(=O)c2ccc(Cl)cc2)nnc1C(C)C
  1%	0%	-2.1	8%	-22	5%	7%	-2%	?
(48) Cc1cccc2c(=O)cc(C)n(CC(N)=O)c12
  -13%	4%	0.2	-7%	-6	6%	6%	-23%	3%
